# Bioassay records deposited in PubChem BioAssay by several laboratories.
# HTR5A ag ctr: activates human HTR5A in OPRM1-OPRD1 agonist counter-screen; P47898; HTR5A agonist assay, luminescence, cell-based; activation, % at 9.3 µM; 0.61% of 340,000 active; AID 504692; in the data active = activation mostly above about 9.5%, no sharp cut-off; inactive = mostly below about 7.6%;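 note: 0% = cells with vehicle only and 100% = reference agonist; strong numbers were not always called active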
# Rtt109 HAT inh: blocks Candida albicans Rtt109/Vps75 acetyltransferase activity; purified Rtt109/Vps75, ThioGlo CoA-SH fluorescence, 4 h; inhibition, % at 34.9 µM; 0.16% of 330,000 active;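 active = inhibition of at least 50% in every replicate; inconclusive = best replicate reaches 50% inhibition but some replicates fall short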
# dFosB act: enhances mouse delta FosB homodimer DNA binding. P13346. purified delta FosB, TAMRA-CDK5 oligo fluorescence polarization; percent of positive-control signal above neutral wells. activation, % at 25 µM. 0.99% of 340,000 active;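 active = mean activation above about 17%, with every replicate also reaching it, limit read from the data, passing the limit was not always enough; inconclusive = only one of the two conditions met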;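 note: fluorescence polarization rise as delta FosB binds a TAMRA Cdk5 AP-1 oligo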
# Target sequence (P13346 whole entry, looked up): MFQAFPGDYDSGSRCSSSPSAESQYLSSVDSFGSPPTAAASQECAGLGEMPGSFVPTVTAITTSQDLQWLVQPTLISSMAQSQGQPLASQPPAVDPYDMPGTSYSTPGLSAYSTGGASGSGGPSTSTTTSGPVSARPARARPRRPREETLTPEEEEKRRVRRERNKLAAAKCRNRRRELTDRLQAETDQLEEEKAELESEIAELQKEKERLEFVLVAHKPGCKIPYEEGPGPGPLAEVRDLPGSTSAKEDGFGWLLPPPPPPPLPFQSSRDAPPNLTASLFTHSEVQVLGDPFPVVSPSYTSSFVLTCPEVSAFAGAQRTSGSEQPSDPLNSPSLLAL
# CDK5 p35 inh: CDK5/p35 (human) kinase inhibition | Q00535+Q15078 | Recombinant CDK5/p35, ADP-Glo luminescence, 60 min | inhibition, % at 10 µM | AID 488839 | 0.01% of 330,000 active;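 active = highest replicate inhibition of at least 50% and at least 75% of replicates reaching 50%; inconclusive = only one of the two criteria met; inactive = both criteria failed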;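 note: plate controls were DMSO neutral control for no effect and GW8510 at 10 µM for full effect; many of its hits are not listed in these tables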
# Target sequence (Q00535 whole entry, looked up): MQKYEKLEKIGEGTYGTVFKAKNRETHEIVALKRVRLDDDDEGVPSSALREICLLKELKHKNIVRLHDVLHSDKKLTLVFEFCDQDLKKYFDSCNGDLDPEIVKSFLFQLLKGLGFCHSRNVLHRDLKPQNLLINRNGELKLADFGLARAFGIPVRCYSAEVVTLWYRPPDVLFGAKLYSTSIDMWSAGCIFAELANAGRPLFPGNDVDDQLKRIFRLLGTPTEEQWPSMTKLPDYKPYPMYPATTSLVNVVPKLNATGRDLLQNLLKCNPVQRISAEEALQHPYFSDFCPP
# Target sequence (Q15078 whole entry, looked up): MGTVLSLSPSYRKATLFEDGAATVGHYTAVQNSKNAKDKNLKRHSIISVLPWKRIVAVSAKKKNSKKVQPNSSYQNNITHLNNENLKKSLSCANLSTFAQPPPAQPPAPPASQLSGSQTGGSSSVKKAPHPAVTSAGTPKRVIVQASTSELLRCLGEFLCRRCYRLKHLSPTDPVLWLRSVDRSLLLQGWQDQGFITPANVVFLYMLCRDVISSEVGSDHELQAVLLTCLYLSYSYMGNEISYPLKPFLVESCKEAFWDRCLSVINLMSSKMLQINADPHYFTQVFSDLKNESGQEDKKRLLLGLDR
# MITF TRPM1 HTS: MITF TRPM1 promoter activation in melanoma cells; SK-MEL-5 TRPM1-promoter luciferase, 24 h; % of positive control, neutral wells = 0; activation, % at 12.5 µM; 0.75% of 300,000 active; AID 588334;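 active = mean activation of at least 80% with every replicate also reaching 80%; inconclusive = mean reaches 80% but some replicate falls short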;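 note: 0% = neutral control wells and 100% = parthenolide positive control wells; values of inactives mirror those of a sister screen read the other way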
# PvdQ acylase: blocks Pseudomonas aeruginosa PvdQ acylase activity; purified PvdQ acylase, fluorescence plate reader; inhibition, % at 10 µM; 0.063% of 340,000 active; AID 488965; in the data active = inhibition above about 30%, passing the limit was not always enough; inconclusive = no clear call, values can overlap the other calls;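 note: 0% = vehicle neutral wells and 100% = reference inhibitor wells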
# Wnt bcat act: Wnt/beta-catenin pathway activation | Wnt/beta-catenin reporter cell assay, activator, plate reader | activation, % at 9.35 µM | 1.2% of 300,000 active | AID 743398; in the data active = activation above about 30%, passing the limit was not always enough; inconclusive = no clear call, values can overlap the other calls;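 note: 0% = neutral control wells and 100% = positive control wells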
# cardiac RTF act: increases calcium sensitivity of human cardiac regulated thin filaments; P19429+P45379; IANBD-labeled TnC RTF fluorescence at EC20 calcium; 0% EC20 calcium, 100% full calcium; activation, % at 7.2 µM; 0.24% of 340,000 active;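 active = activation above the mean over all tested compounds plus 3 SD, cut at about 30% in these data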;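 note: rise in fluorescence read as greater calcium sensitivity of cardiac thin filaments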
# SR-BI uptake up: SR-BI HDL lipid transfer activation. CHO ldlA[mSR-BI] cells, DiI-HDL uptake fluorescence, 3 h; 100 = double the neutral-control signal. activation, % at 12.5 µM. 0.096% of 320,000 active. AID 504775;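 active = mean replicate activation of at least 60% and every replicate at or above 60%; inconclusive = mean or all-replicate condition met, but not both; inactive = mean below 60% and not all replicates reaching 60%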;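 note: 0% = median plate neutral-control signal and 100% = twice that signal; values of inactives mirror those of a sister screen read the other way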
#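 System: CHO ldlA[mSR-BI] cells / Medium: HEPES-buffered (25 mM, pH 7.4) F12 plus 0.5% BSA / Probe or stimulus: labelled HDL, 10 µg/mL / Doses: single compound concentration, delivered by pin transfer / Schedule: 3 h, 37 °C / Measured by: DiI fluorescence, bottom read / Measure: cell-associated DiI fluorescence as measure of HDL uptake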
# SR-BI DiI inh: inhibitors of mouse SR-BI mediated HDL lipid uptake; ldlA[mSR-BI] CHO cells, DiI-HDL uptake fluorescence, 3 h; 0.96% of 320,000 active; inhibition, % at 12.5 µM;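 active = mean replicate inhibition of at least 70% and a set share of replicates each scoring 70 or more; inconclusive = meets just one of the two criteria; inactive = fails both criteria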;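 note: 0% = median of neutral control wells and 100% = median of positive control wells; values of inactives mirror those of a sister screen read the other way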
# * = called active by the depositor; ? = inconclusive; . = no result given; & = joins results of further samples. The order is random, and some 4.4% of all compounds hit somewhere here.
SMILES,HTR5A ag ctr,Rtt109 HAT inh,dFosB act,CDK5 p35 inh,MITF TRPM1 HTS,PvdQ acylase,Wnt bcat act,cardiac RTF act,SR-BI uptake up,SR-BI DiI inh
COc1ccc(NC(=O)COC(=O)C2CC(=O)N(Cc3ccc(C)cc3)C2)cc1 (stereo not given),-4,0,2,1.8,0,-4,-2,-4,5,-5
O=C/C(=C\Nc1ccc(S(=O)(=O)CCO)cc1)c1nc2cc(Cl)ccc2o1,8,-7,-18,-0.8,-23,3,-2,16,-40,40
CC(C)c1nc2sc(C(=O)O)c(N)c2c2c1CCCC2,-3,10,-10,0.7,13,-17,-1,-1,-25,25
Cc1cc(C)c(S(=O)(=O)N(C2=NCCS2)S(=O)(=O)c2c(C)cc(C)cc2C)c(C)c1,4,2,-1,2.2,4,-5,0,0,-6,6
c1ccc(-c2nc3ccccc3nc2-c2ccccn2)nc1,1,-11,-4,-2.0,5,0,.,5,7,-7
Cc1cc(=O)oc2cc(OCC(=O)N/N=C/c3ccccc3[N+](=O)[O-])ccc12,5,4,?,-0.3,15,2,1,0,-5,5
Cn1c(CNC(=O)c2ccco2)nnc1SCC(=O)Nc1ccccc1Cl,2,-8,-3,0.1,4,5,1,-6,1,-1
O=C(c1ccco1)N1CCN(S(=O)(=O)c2ccc(Br)cc2)CC1,-1,9,-1,0.3,1,-20,-3,-3,-5,5
CS(=O)(=O)Nc1ccccc1C(=O)NCc1ccccc1Cl,10,-4,-1,-0.1,0,-9,0,-1,12,-12
CCOC(=O)Cc1csc(NC(=S)NC(=O)c2cc(OC)c(OC)c(OC)c2)n1,1,9,-30,-0.4,-2,4,10,-6,-14,14
Brc1ccc(Cn2c(-c3ccc(Br)o3)nc3ccccc32)o1,-2,-6,-2,0.7,58,-14,16,3,-35,35
CC1Cc2ccccc2N1c1nc(C2CC2)nc2c1nnn2Cc1ccccc1 (stereo not given),-6,4,-15,0.0,-4,16,.,-5,-46,46
CCCCNC(=O)C(NS(=O)(=O)c1cccc2nsnc12)c1ccccc1 (stereo not given),1,-2,4,0.3,.,-13,8,3,23,-23
COc1ccccc1N(C)S(=O)(=O)c1ccc(C(=O)OCC(=O)N2CCCCCC2)cc1,-6,-2,-8,-1.3,1,-11,-1,-1,0,0
CCCCc1ncc(CN2CCC(n3nccc3NC(=O)c3ccccc3Cl)CC2)[nH]1,2,1,-6,1.4,-1,10,1,1,24,-24
O=C(COc1ccccc1)Nc1ccc(F)cc1,-3,4,-2,0.8,16,4,2,-4,11,-11
CCC(=O)NC(c1ccccc1OC)c1ccc2cccnc2c1O (stereo not given),4,-3,-8,-0.9,-64,-10,.,-16,2,-2
Cc1cccc(NC(=O)CSc2nc3sc(C)cc3c(=O)n2C)c1,2,-1,-10,-1.2,19,-11,2,-8,-2,2
CCC1CCC/C1=N\NC(=O)CCC(=O)Nc1ccccc1Cl (stereo not given),3,0,1,-0.7,3,-2,-2,-7,.,.
CN1C(=O)N(CC(=O)N2CCN(c3ccccc3F)CC2)C(=O)C12CCCCC2,-3,8,0,-0.8,1,-2,0,-6,3,-3
COc1ccc(CN2CC[C@H]3C=CC[C@@H](C(=O)NCCc4ccccc4)[C@H]3C2=O)cc1OC,-3,-1,-5,0.8,34,-2,3,-10,5,-5
Cc1ccc(NC(=O)C2CC(=O)N(Cc3ccco3)C2)cc1 (stereo not given),-1,-17,-3,1.9,.,-4,0,-7,16,-16
S=C(Nc1ccccc1)N1N=C(c2cccs2)CC1c1cccs1 (stereo not given),1,6,-9,-0.7,10,-12,4,-2,-11,11
CCCCn1c(N)c(N(C(=O)CSc2nncn2-c2ccccc2C)C2CCCC2)c(=O)[nH]c1=O,-4,4,-8,-0.4,-2,-11,-3,-9,16,-16
CCn1c(C(C)NC(=O)c2ccc(Cl)cc2)n[nH]c1=S (stereo not given),4,1,-3,-0.2,1,-10,0,1,13,-13
O=C(N/N=C\c1cn[nH]c1-c1ccc(Cl)cc1)c1cccs1,5,-1,16,-4.4,-4,-15,-5,-1,.,.
Cc1ccc(NC(=O)CCN2C(=O)c3ccncc3C2=O)cc1,2,2,-2,-1.1,3,-3,1,1,18,-18
O=C(NCC1(N2CCCCC2)CCCCC1)c1cccc(S(=O)(=O)Nc2ccccc2Cl)c1,1,1,-4,-0.7,26,-17,8,4,9,-9
CCOCCOC(=O)c1cccc2c1-c1ccccc1C2=O,-4,-3,7,0.0,5,2,-4,-3,8,-8
O=C(Cc1coc(-c2ccc(F)cc2)n1)Nc1ccccc1,0,-7,-2,-0.7,13,6,0,1,-6,6
Cc1ccc(S(=O)(=O)N2CCN(C(=O)c3cccc(-n4cccc4)c3)CC2)cc1,-2,7,-3,-2.5,3,-8,-9,-2,1,-1
CCc1nc(SCc2nc3ccccc3[nH]2)c2oc3ccccc3c2n1,3,-26,-11,-1.1,3,-8,.,0,6,-6
CCOCCCNC(=O)CCc1nnc2ccc(N3CCCCC3)nn12,-2,-4,-7,1.1,-11,-16,.,0,.,.
CCN(c1ccccc1)S(=O)(=O)c1ccc(C(=O)N2CCCC(C(F)(F)F)C2)cc1 (stereo not given),1,15,0,0.7,-6,15,-1,-5,-16,16
Cc1ccc(S(=O)(=O)SC/C=C/CSS(=O)(=O)c2ccc(C)cc2)cc1,0,1,1,0.3,4,-10,3,4,5,-5
Cc1ccccc1OCC(=O)NNC(=O)CSc1nc(N)cc(N)n1,-1,0,9,-1.2,-3,-10,0,-2,-3,3
CCOC(=O)c1c(NC(=O)CC2SC(N)=NC2=O)sc(C)c1C (stereo not given),-4,.,-9,1.4,-16,5,-2,-1,3,-3
Cc1ccccc1CS(=O)(=O)Cc1ccc(C(=O)NCc2cccnc2)o1,-13,0,-5,-2.0,1,-26,.,9,5,-5
O=C(CCS(=O)(=O)CCN1CCOCC1)NCNC(=O)CCS(=O)(=O)CCN1CCOCC1,7,19,2,-0.6,2,-3,-1,0,11,-11
OCC1(Cc2ccccc2C(F)(F)F)CCN(Cc2cccc3cnccc23)CC1,4,7,-3,-1.1,-10,2,-1,11,-3,3
Cc1ccc(-n2ncc3c(NCCCn4ccnc4)ncnc32)c(C)c1,0,-2,-8,0.9,-13,-14,-5,-3,10,-10
COc1cc(NC(=O)c2ccc(COCC(F)(F)F)o2)cc(OC)c1OC,6,10,1,1.7,-2,-4,-2,4,-40,40
CCN(CC(=O)Nc1ccc2c(c1)OCCO2)C(=O)c1cccc(OCC(C)C)c1,-4,15,1,-2.9,1,2,0,-2,.,10
CCc1ccccc1N(CC)C(=O)c1cn(CC)c(=O)c2cc(OC)c(OC)cc12,-4,-1,-3,-0.4,-10,-13,-3&-4,-1,-2,2
O=C(CNC1CCCCC1)NCC1(c2ccccc2)CCCC1,-5,0,-4,-0.5,-1,2,-11,0,1,-1
CC(=O)NCCCC(=O)NN1C(=S)N(Cc2ccccc2)C(=O)C1CC(=O)Nc1cccc(C)c1 (stereo not given),-3,16,-10,1.3,-2,-1,-3,0,-19,19
O=C1c2ccccc2-c2c1cccc2C(=O)N1CCN(C(=O)c2ccco2)CC1,1,7,-5,-0.1,.,-15,.,3,-3,3
CCOC(=O)c1cnc2c(-c3ccc(F)cc3)cnn2c1C(F)(F)F,-2,8,-1,1.5,-10,11,.,-1,-31,31
COc1cccc(-n2c(Cc3cc(=O)[nH]c(=O)[nH]3)nnc2SCc2cccc(C(F)(F)F)c2)c1,-8,4,-10,-0.7,7,-19,-3,-7,7,-7
CCn1cc(C(=O)NCCCN(C)C)c(=O)c2cc(F)c(N3CCN(C)CC3)cc21,1,-2,-1,-0.4,8,-8,-4,-2,16,-16
O=C1CCCc2ccccc2N1Cc1ccc(Cl)cc1Cl,1,2,-2,-0.3,-7,-7,.,-3,-20,20
Cc1occc1-c1nnc(SCC(=O)c2ccccc2)n1CC1CCCO1 (stereo not given),0,-7,-11,-1.1,-5,-1,4,-6,1,-1
Cc1ccc2nc(C(C)O)[nH]c2c1 (stereo not given),9,-5,-3,-0.8,-2,1,0,-4,-9,9
Cc1ccc(S(=O)(=O)N2CCOCC2)cc1C(=O)Nc1cccc(S(=O)(=O)N2CCCC2)c1,9,8,-5,-0.2,-3,-9,1,-2,-44,44
COc1ccc(CNC(=O)C(c2ccc(O)cc2)N(Cc2ccco2)C(=O)c2snc(C(N)=O)c2N)cc1 (stereo not given),4,-3,-8,-0.8,-16,-12,0,-4,1,-1
CCC1NC(C(=O)O)Cc2c1[nH]c1ccccc21 (stereo not given),0,-66,1,3.2,-1,9,-1,3,-2,2
C=CCNC(=O)C1CC=CCC1C(=O)O (stereo not given),3,-1,-7,2.5,-1,-6,3,-3,13,-13
COc1cccc(NC(=O)Cn2nc(Cc3cccnc3)c3ccccc3c2=O)c1,-6,1,-7,-1.9,.,-2,-5,8,-1,1
CCCCCN(C(=O)CCC(=O)OC(C)C(=O)c1ccccc1)c1c(N)n(CCCC)c(=O)[nH]c1=O (stereo not given),-6,20,-18,0.0,-5,-9,0,-11,-12,12
O=C(c1cnn2c(C(F)F)cc(-c3ccccc3)nc12)N1CCN2CCCC2C1 (stereo not given),-7,-12,-7,0.6,-6,-17,.,-2,-33,33

# The list continues:
SMILES,HTR5A ag ctr,Rtt109 HAT inh,dFosB act,CDK5 p35 inh,MITF TRPM1 HTS,PvdQ acylase,Wnt bcat act,cardiac RTF act,SR-BI uptake up,SR-BI DiI inh
CC(=O)Nc1sc(C)c(C)c1C(=O)OCC(=O)NCc1ccc(F)cc1,0,2,2,-0.3,-5,-3,-1,-8,-7,7
CCN(C(=O)CSc1nnc(-c2ccncc2)n1C)C1CCS(=O)(=O)C1 (stereo not given),1,2,0,0.9,-6,-26,.,13,28,-28
COc1ccc(-c2c(C)nc3c(-c4ccsc4)cnn3c2N)cc1,3,-9,1,-0.2,94*,-3,29,-4,.,.
Cn1nc(NC(=O)CC23CC4CC(CC(C4)C2)C3)c2c(F)cccc21,2,5,-11,-0.7,.,7,1,-3,-46,46
CCOC(=O)C1=C(c2ccccc2)NC(=S)NC1c1cccc([N+](=O)[O-])c1 (stereo not given),-1,-2,2,0.2,-8,-8,0,-1,-40,40
COc1ccc(/C=N/n2c(-c3ccccc3)n[nH]c2=S)cc1,-2,-13,-8,-2.2,.,-9,0,-3,5,-5
COc1ccc(Sc2ccc(-c3nc4cnccn4c3NC3CCCCC3)cc2OC)cc1,5,-20,-1,2.4,-5,-19,-3,18,-59,59
